Cneo AK release = causes C. neoformans cell lysis. actives 0.2% (n = 360,000). AID 651654. lysis activity, % at 15 µM. adenylate kinase release luminescence, 4 h; normalised: neutral wells 0, clomiphene wells 100;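 active means mean lysis activity across replicates of at least 80%, whatever share of replicates individually reach that level; inactive means mean lysis activity below 80%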
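Material: C. neoformans cells; Schedule: 4 h static compound exposure, 37 °C, read 1 h post-reagent; Measured by: adenylate kinase release luminescence; Read-out: signal increase indicating cell lysis; Controls: Clomiphene as positive lysis control.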
RAD52 anneal inh = RAD52 (human) annealing inhibition | actives 0.46% (n = 360,000) | inhibition, % at 18.7 µM | recombinant RAD52 DNA annealing, FRET fluorescence | P43351;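 active means every replicate showing at least 50% inhibition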
Target sequence (P43351 whole entry, looked up): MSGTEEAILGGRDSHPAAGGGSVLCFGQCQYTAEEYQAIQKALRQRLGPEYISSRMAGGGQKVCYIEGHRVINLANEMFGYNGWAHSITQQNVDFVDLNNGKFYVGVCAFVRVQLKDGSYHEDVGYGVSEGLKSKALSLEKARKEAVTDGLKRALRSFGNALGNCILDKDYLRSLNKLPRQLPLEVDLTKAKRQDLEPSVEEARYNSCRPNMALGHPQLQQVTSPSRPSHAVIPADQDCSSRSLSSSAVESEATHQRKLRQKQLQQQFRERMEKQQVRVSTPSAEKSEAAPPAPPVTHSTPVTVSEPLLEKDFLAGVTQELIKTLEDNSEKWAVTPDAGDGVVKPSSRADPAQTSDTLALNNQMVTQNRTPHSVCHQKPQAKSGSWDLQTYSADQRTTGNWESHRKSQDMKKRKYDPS
PglD inh = blocks C. jejuni PglD acetyltransferase activity; purified PglD enzyme, DTNB colorimetric CoA detection; inhibition, % at 12.5 µM; actives 0.098% (n = 360,000); AID 602405; in the data active means inhibition above about 16%, passing the limit was not always enough; further: strong numbers were not always called active
PGC1a acetyl inh = modulators of PGC1a acetylation. inhibition, % at 15.6 µM. actives 0.17% (n = 350,000). U2OS PGC1a acetylation, AlphaScreen anti-acetyl-lysine; with virally co-expressed GCN5 acetyltransferase;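 active means every replicate shows inhibition of at least 40%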;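 further: 0% = neutral control wells and 100% = positive control wells; some results beyond the cut were filed as inactive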
miR122 inh = blocks miR-122 activity in Huh7 sensor cells. AID 602342. actives 0.3% (n = 340,000). activation (reporter increase), % at 12.5 µM. Huh7 miR-122 Renilla luciferase sensor, 48 h; neutral wells = 0, positive control = 100;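 active means mean replicate activation score at least 90 and every replicate individually at or above 90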;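 further: higher luciferase means less miR-122 activity so hits act as miR-122 inhibitors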
RAD54 branch = RAD54 (human) branch migration inhibition; RAD54 Holliday junction branch migration, FAM/BHQ fluorescence; inhibition, % at 10.4 µM; actives 0.14% (n = 360,000);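 active means mean normalized replicate activity at least 40 and at least half of replicates scoring 40 or more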;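 further: 0% = median of neutral control wells and 100% = median of positive control wells; inhibitors cause a drop in the FAM fluorescence signal; in these data hits start at about 50%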
E-selectin induc = induces E-selectin expression in human endothelial cells; P16581; HUVEC E-selectin immunofluorescence imaging; normalized: neutral wells 0, TNF-alpha wells 100; activation, % at 7.58 µM; actives 0.37% (n = 260,000); AID 686992;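 active means mean E-selectin-positive cell signal at least 10% of the positive control, reached in at least 60% of replicates, without over 20% cell loss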;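 further: in these data hits start at about 27%; measured in HUVEC primary endothelial cells; signal is the percent of cells scored E-selectin positive by PE staining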
Target sequence (P16581 whole entry, looked up): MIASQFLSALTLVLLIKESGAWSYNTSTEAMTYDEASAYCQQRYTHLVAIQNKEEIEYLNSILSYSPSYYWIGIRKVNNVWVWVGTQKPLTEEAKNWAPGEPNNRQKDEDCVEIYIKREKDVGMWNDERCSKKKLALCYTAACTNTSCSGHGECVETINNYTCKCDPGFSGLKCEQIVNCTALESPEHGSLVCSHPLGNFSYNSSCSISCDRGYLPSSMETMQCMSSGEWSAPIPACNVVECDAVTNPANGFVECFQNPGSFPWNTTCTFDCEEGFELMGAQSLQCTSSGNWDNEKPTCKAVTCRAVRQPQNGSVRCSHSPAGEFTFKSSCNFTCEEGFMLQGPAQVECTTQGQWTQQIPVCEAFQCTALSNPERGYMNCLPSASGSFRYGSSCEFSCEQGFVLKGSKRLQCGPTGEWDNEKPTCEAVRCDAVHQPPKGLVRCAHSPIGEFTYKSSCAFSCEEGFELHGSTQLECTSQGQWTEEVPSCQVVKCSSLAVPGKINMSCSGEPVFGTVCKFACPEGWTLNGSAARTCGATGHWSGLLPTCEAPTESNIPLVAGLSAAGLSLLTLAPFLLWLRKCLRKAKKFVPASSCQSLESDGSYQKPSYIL
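Read-out: % PE-positive cells | Test system: HUVEC | Doses: One compound dose added by pin transfer | Buffer or medium: EGM-2 over gelatin coat | Signal: Immunofluorescence imaging | Benchmarks: TNF-alpha, DMSO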
ERAP1 HTS inh = ERAP1 (human) enzyme inhibition; AID 652197; actives 0.15% (n = 340,000); inhibition, % at 10.7 µM; recombinant ERAP1, Leu-AMC fluorescence, 60 min; Q9NZ08;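 active means mean replicate inhibition of at least 30%, or all replicates individually reaching that 30% level; inactive means mean below 30% and not every replicate reaching it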;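 further: 0% = neutral control wells and 100% = L-leucinethiol positive control wells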
* = called active by the depositor; x = no result given; [ ] = dose if it differs, or a comment.

SMILES	Cneo AK release	RAD52 anneal inh	PglD inh	PGC1a acetyl inh	miR122 inh	RAD54 branch	E-selectin induc	ERAP1 HTS inh
COc1ccc(N2CCN(C(=O)c3ccc(CS(=O)c4cccc(Cl)c4)o3)CC2)cc1 (stereo not drawn)	0	-63	-1	6	1	7	x	26
CCCC(=O)Nc1ccc2c(c1)C(=O)N(C)C[C@H](OC)[C@H](C)CN(CC1CCCC1)[C@@H](C)CO2	-1	3	-2	5	x	-5	0.2	-3
C#CCNC(=O)C1=C[C@@H](C(C)(C)C)C[C@@H](OCCCCO)O1	-6	-7	x	3	x	x	x	1
Cc1[nH]c2ccccc2c1C(=O)Cn1c(=O)oc2ccccc21	x	-5	x	1	5	x	x	1
O=C(Nc1cc(F)ccc1F)N1CCCCN2[C@H](C1)[C@H](c1ccc(-c3cncnc3)cc1)[C@@H]2CO	-1	-8	0	2	5[16.7 µM]	-1	0.4	-1
O=c1sc2ccccc2n1COc1ccccc1	5	x	-1	-17	-3	4	x	x
CO[C@@H]1CN(C)C(=O)c2ccc(NC(=O)C3CCCCC3)cc2OC[C@@H](C)N(C(=O)c2ccccc2)C[C@@H]1C	0	7	6	-12	2[16.7 µM]	-2	-0.2	1
O=C(COc1ccc2ccccc2c1)N1CCN(C(=O)c2ccc([N+](=O)[O-])cc2)CC1	2	-23	9	2	-4	7	-1.1	-3
O=C(NC[C@H]1[C@@H](c2ccccc2)[C@@H](CO)N1C(=O)Cc1cccnc1)C1CCC1	0	x	-2	-9	7[16.7 µM]	-1	0.5	x
CCCNC(=O)N(C)C[C@H]1Oc2cc(C#CCN(C)C)ccc2S(=O)(=O)N([C@H](C)CO)C[C@@H]1C	5	-19	3	10	28[16.7 µM]	0	1.6	-4
CC(C)(C)c1ccc(C(=O)N2CCN(C(=O)c3ccco3)CC2)cc1	-1	-3	-1	x	-4	-11	-0.2	-1
CCNC(=O)c1ccc2c(c1)S(=O)(=O)c1ccccc1C2=O	-2	x	5	-12	9	-4	x	x
O=C(Nc1ccc(Cl)cn1)c1ccc(COCC(F)(F)C(F)F)o1	-5	x	3	-16	-1	-6	x	x
CCCNC(=O)COc1coc(CN2CCN(c3ccc(F)cc3)CC2)cc1=O	2	-2	0	8	18	-4	-0.2	-1
Cc1cc(Br)ccc1NC(=O)c1ccccc1-c1ccccc1	1	3	-14	-4	0	5	-0.3	-3

Ordered by value in PglD inh (rising): some entries from above
structure	PglD inh
O=C(NC[C@H]1[C@@H](c2ccccc2)[C@@H](CO)N1C(=O)Cc1cccnc1)C1CCC1	-2
CCCNC(=O)COc1coc(CN2CCN(c3ccc(F)cc3)CC2)cc1=O	0
O=C(COc1ccc2ccccc2c1)N1CCN(C(=O)c2ccc([N+](=O)[O-])cc2)CC1	9

The listing continues.
SMILES	Cneo AK release	RAD52 anneal inh	PglD inh	PGC1a acetyl inh	miR122 inh	RAD54 branch	E-selectin induc	ERAP1 HTS inh
COc1cc2nc(C)sc2cc1SC	5	x	5	7	21	-6	x	x
O=S(=O)(Nc1cccc(-c2nc3cccnc3s2)c1)c1ccc2c(c1)OCCO2	-4	-17	0	x	69	-3	2.7	7
C=CCN1C(=O)C2(C(C#N)=C(N)Oc3n[nH]c(CCC)c32)c2ccccc21 (stereo not drawn)	0	x	-1	8	1	-2	x	x
C=CC[C@@H](CC(=O)N[C@@H](CO)Cc1ccccc1)C(=O)N[C@H](COC(=O)[C@H](CC=C)CC(=O)OC(C)(C)C)Cc1ccccc1	-1	-7	2	9	-6	7	0.0	-4
CCN(Cc1ccccc1)C(=O)Cn1c(=O)n(CC(=O)NCc2ccco2)c(=O)c2sccc21	-1	x	-1	2	-3	-2	0.7	x
Cc1cc(C)n(CCOc2nonc2N)n1	-1	x	5	-1	0	-1	x	x
CC1(C)Cc2c(sc3nc(NCCN4CCOCC4)n4ncnc4c23)CO1	-3	x	10	-8	-1	11	x	x
O=C(CCC(=O)N1CCOc2ccccc21)N1CCN(c2ccccc2)CC1	0	-12	-3	0	-1	-2	0.0	5
C[C@@H]1CN([C@@H](C)CO)S(=O)(=O)c2ccc(-c3ccccc3F)cc2O[C@@H]1CN(C)CC1CC1	-4	28	7	-8	x	3	0.0	1
CC(C)C(=O)Nc1cccnc1	-3	8	6	x	-3	3	-0.1	1
COCC(=O)Nc1nc(-c2ccc(-c3ccccc3)cc2)cs1	-8	-24	3	6	-13	-14	x	2
N#Cc1c(NC(=O)CCC(=O)O)sc2c1CCCCC2	x	-38	x	-9	x	x	2.3	1
O=C(Nc1ccc(Cl)cc1)Nn1cnc2ccccc2c1=O	-33	-5	4	x	1	-8	0.0	3
CC(C)C[C@H](NC(=O)c1nc[nH]c1C(=O)N1CCC(C)CC1)C(=O)OCc1ccccc1	2	-17	3	1	-3	2	-0.1	-3
CCOC(=O)Cc1csc(NC(=O)CCC(=O)O)n1	-1	-12	-4	2	2	-1	x	4
O=C(C[C@@H]1CC[C@H]2[C@@H](COC[C@@H](O)CN2Cc2cc(F)cc(F)c2)O1)NCc1cccc(F)c1	1	-3	-2	0	1[16.7 µM]	0	0.2	0
COc1ccc(-n2c(SCC3CNC(=O)O3)nnc2-c2ccc(Cl)cc2)cc1 (stereo not drawn)	1	-7	-19	-13	-1	-9	x	-2
COc1ccc(NC(=O)N(C)C[C@@H]2Oc3ccc(NS(=O)(=O)c4cn(C)cn4)cc3C(=O)N([C@H](C)CO)C[C@@H]2C)cc1	-6	-11	-3	-1	-2[16.7 µM]	-5	x	-2
CC(C)C[C@@H](CN)NC(=O)c1nc[nH]c1C(=O)N[C@@H](C)C(=O)CNC[C@H](C)NC(=O)c1nc[nH]c1C(=O)N[C@@H](CC(=O)O)C(=O)O	-2	-7	-1	4	-1	19	0.1	x
O=C(O)CCN1C(=O)CC2(CCCCC2)C1=O	0	x	-6	5	1	-2	x	x
O=C(NNS(=O)(=O)c1ccc(Br)cc1)NC1CCCCC1	5	x	-6	0	9	4	-0.2	x
COCC(=O)Nc1ccc2c(c1)C(=O)N(C)[C@H]1CC[C@@H](CC(=O)NCc3ccc(OC)cc3)O[C@H]1CO2	0	x	2	4	0[16.7 µM]	-2	-0.1	x
COC(=O)c1cc(C#N)c(Oc2ccc(F)cc2)nc1C	25	x	3	-4	-1	9	x	x
COCc1cc(C)nc(N2CCN(c3ccccc3)CC2)c1C#N	-7	x	-3	-4	0	-1	x	x
O=C(CNC(=O)C1COc2ccccc2O1)N/N=C/c1cc(Br)c(O)c(Br)c1 (stereo not drawn)	0	-7	1	2	-8	0	x	-11
CC(C)NC(=O)N[C@H]1CC[C@@H](CCNC(=O)C2CCCC2)O[C@@H]1CO	-2	2	-2	-5	x	5	-0.1	2
COc1ccc(CN(C)C[C@H]2OCCCC[C@@H](C)Oc3ccc(NS(=O)(=O)c4ccc(C)cc4)cc3C(=O)N([C@H](C)CO)C[C@H]2C)cc1	14	25	-6	1	-1[16.7 µM]	7	-0.1	-2
Nc1ccccc1C(=O)N1O[C@@H]2C=C[C@H]1CC2	-1	-6	-2	1	1	-2	-0.1	5
COc1ccc(S(=O)(=O)Nc2ccc3c(c2)CC(=O)N([C@H](C)CO)C[C@H](C)[C@@H](CN(C)C(=O)NC(C)C)O3)cc1	-2	-2	-5	-4	16[16.7 µM]	-1	14	1
CC1CC(C)CN(S(=O)(=O)c2ccc(NC(=O)C3COc4ccccc4O3)cc2)C1 (stereo not drawn)	5	-6	-2	-11	4	-4	0.1	4
COc1ccc(C2C3=C(OC(C)=O)c4ccccc4C3=Nc3c2c(=O)n(C)c(=O)n3C)cc1 (stereo not drawn)	0	x	-3	-7	-10	-5	x	x
CCCNC(=O)N1CC2(CN(C(=O)Cc3cccnc3)C2)c2c([nH]c3cc(OC)ccc23)[C@@H]1CO	x	15	x	3	x	x	-0.1	-1
COc1ccc(C)cc1NC(=O)NNS(=O)(=O)c1ccc(NC(C)=O)cc1	0	-8	0	-6	x	11	-0.3	0
O=C(NC1CCCC1)[C@H]1[C@H](CO)[C@H]2Cn3c(ccc(-c4ccncc4)c3=O)[C@H]2N1CCc1ccccc1	5	-8	-1	x	-2[16.7 µM]	-4	-0.3	-2
Cc1ccc(S(=O)(=O)c2cn(C)c3cc(N4CCN(C)CC4)c(F)cc3c2=O)c(C)c1	1	-5	-2	18	-8	-3	x	3
CSCCC(NC(=O)COc1ccccc1)C(=O)O (stereo not drawn)	1	-10	8	x	5	3	9.3	1
COc1ccc(CCNC(=O)COC(=O)c2cccs2)cc1	x	4	1	2	-5	14	0.0	-6
CN(C)c1cccc2c1c(NC(=O)c1ccc(F)cc1)nn2C	0	-21	4	-17	5	-5	12	6
COc1ccc(C(C)NC(=O)C2C(=O)NC3(C)CC2c2ccccc2O3)cc1 (stereo not drawn)	2	x	7	2	-9	-1	x	x
O=C(COc1ccc(S(=O)(=O)N2CCOCC2)cc1)Nc1ccccc1F	x	-1	x	13	0	x	x	-3
CSC(=NC#N)N1CCN(c2ccccc2)CC1	4	x	7	x	-10	-12	x	x
CCC(CCC(=O)NNC(=O)Cc1ccc([N+](=O)[O-])cc1)C(=O)O (stereo not drawn)	-11	-6	-4	-2	19	3	0.6	2
COc1ccc(CCN2CC(C(=O)OC(C)C(=O)Nc3ccc(NC(C)=O)cc3)CC2=O)cc1OC (stereo not drawn)	0	-9	-1	11	-8	-8	-0.5	0
CCC/C=C/c1ccc(CN2C(CC(C)C)C(=O)N(Cc3cn(CCC4OCCO4)nn3)CCS2(=O)=O)cc1 (stereo not drawn)	-2	-81	-1	-5	-16	0	-0.5	x
CCCNC(=O)N(C)C[C@H]1Oc2cc(-c3ccccc3)ccc2S(=O)(=O)N([C@H](C)CO)C[C@@H]1C	2	7	2	-1	34[16.7 µM]	5	0.2	1
CC(C)NC(=O)N(C)C[C@H]1OCCCC[C@H](C)Oc2ccc(NC(=O)Nc3ccc(C(F)(F)F)cc3)cc2C(=O)N([C@@H](C)CO)C[C@H]1C	0	-6	1	11	7[16.7 µM]	4	x	-1
CCCC(C)C(=O)OCC(=O)Nc1c(Br)cc(C)cc1Br (stereo not drawn)	-3	-20	-4	11	-2	-10	-1.3	1
CN(C)/C=C/C(=O)c1nn(-c2ccc(F)cc2)ccc1=O	3	-19	-11	6	x	-3	x	x
COc1ccc(-c2[nH]ncc2CNCCCSC)cc1F	-1	-12	6	-1	2	-4	-0.1	2
CCN1C[C@@H]2[C@@H]3C(=O)N(C)C(=O)[C@@H]3[C@](C)(C1=O)N2C(=O)c1ccc(C)cc1	-1	-18	3	12	-4	3	-0.1	-6
C[C@H](CO)N1C[C@H](C)[C@@H](CN(C)Cc2ccc3c(c2)OCO3)Oc2c(NC(=O)Nc3ccc4c(c3)OCO4)cccc2C1=O	-4	4	0	-6	56[16.7 µM]	10	-0.1	-2
CC(C)NC(=O)N1CC[C@@H]2[C@H]1c1cc(Br)ccc1N(C)[C@H]2CO	33	-18	1	-32	1[16.7 µM]	-11	0.5	0
CC(=O)C(Cc1ccccc1)NC(=O)COC(=O)c1cc(S(=O)(=O)N2CCOCC2)ccc1F (stereo not drawn)	1	-99	-4	5	-5	-3	0.0	-1
Cc1nnc(NC(=O)c2cc(S(=O)(=O)N3CCCCC3)ccc2Cl)s1	-3	-3	3	2	2	-7	x	5

Some of the entries so far, with bars between the fields.
Structure | Cneo AK release | RAD52 anneal inh | PglD inh | PGC1a acetyl inh | miR122 inh | RAD54 branch | E-selectin induc | ERAP1 HTS inh
COc1ccc(-c2[nH]ncc2CNCCCSC)cc1F | -1 | -12 | 6 | -1 | 2 | -4 | -0.1 | 2
CC(C)NC(=O)N(C)C[C@H]1OCCCC[C@H](C)Oc2ccc(NC(=O)Nc3ccc(C(F)(F)F)cc3)cc2C(=O)N([C@@H](C)CO)C[C@H]1C | 0 | -6 | 1 | 11 | 7[16.7 µM] | 4 | x | -1

Screens deposited in PubChem BioAssay by Broad Institute.
